# High-throughput results (PubChem)
# OXTR ag = agonists of human oxytocin receptor | P30559 | CHO-OTR cells, Fluo-8 calcium fluorescence; normalized: DMSO 0%, oxytocin 100% | activation, % at 3 µM | 0.32% of 320,000 active;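 active = activation above the mean of all tested compounds plus 3 SD, cutoff set per screening run, cut at about 20% in these data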;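 note: peak over basal fluorescence ratio from a 100 s FLIPR kinetic read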
# Target sequence (P30559 whole entry, looked up): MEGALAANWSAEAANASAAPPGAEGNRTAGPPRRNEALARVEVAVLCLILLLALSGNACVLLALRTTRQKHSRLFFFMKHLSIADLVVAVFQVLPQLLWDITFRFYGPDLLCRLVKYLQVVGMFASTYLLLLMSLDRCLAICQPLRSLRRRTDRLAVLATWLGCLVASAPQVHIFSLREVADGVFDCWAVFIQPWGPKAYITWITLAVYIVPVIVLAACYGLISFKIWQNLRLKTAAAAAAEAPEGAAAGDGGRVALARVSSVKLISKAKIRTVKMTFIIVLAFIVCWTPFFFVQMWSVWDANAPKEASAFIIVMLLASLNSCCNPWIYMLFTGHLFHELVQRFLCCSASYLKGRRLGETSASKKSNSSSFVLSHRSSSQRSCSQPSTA
# * = called active by the depositor. An excerpt (hit frequency here may not be typical).
No. | Molecule | OXTR ag
1 | CCOc1ccc(NC(=O)CN(C)C(=O)c2cc(S(=O)(=O)N3CCCCCC3)ccc2OC)cc1OCC | -1.9
2 | COc1ccccc1CNC(=O)C(=O)NCCC1CCCCN1S(=O)(=O)c1cccs1 (stereo not given) | -1.1
3 | CC1CCCC(NC(=O)COC(=O)CCC(=O)c2cccs2)C1C (stereo not given) | -0.9
4 | Cc1ccccc1C(=O)NCC(=O)NC1CC1 | 2.0
5 | CC(C)(C)OC(=O)N1CCN(C(=O)c2[nH]cnc2C(=O)Nc2nccs2)CC1 | 0.1
6 | CN(C(=O)CSc1ccc(S(=O)(=O)N2CCCCC2)cn1)c1ccccc1 | 0.3
7 | COC(=O)c1ccc(C(=O)OC)c(NC(=O)COC(=O)CCOc2ccc(C)cc2)c1 | -0.3
8 | Cc1ccc(N2CC(NS(=O)(=O)c3cccs3)CC2=O)cc1C (stereo not given) | 4.2
9 | CCc1sc(C(=O)N2CCc3cc(OC)c(OC)cc3C2CC(=O)O)cc1C (stereo not given) | -0.9
10 | CC(OC(=O)/C=C/c1cccc(Cl)c1)C(=O)NC1CCCCC1C (stereo not given) | -0.4
11 | CCCCN(C(=O)c1cccc(-n2cccc2)c1)c1c(N)n(CCCC)c(=O)[nH]c1=O | -1.4
12 | CN(CC(=O)Nc1cccc(F)c1)C(=O)c1ccc(-c2cccc(C(F)(F)F)c2)o1 | 5.6
13 | O=C(CNC(=O)c1ccccc1F)NCCc1ccccc1F | -0.1
14 | CCOC(=O)C1=C(COC(=O)/C=C/c2ccccc2)NC(=O)NC1C (stereo not given) | -0.2
15 | CC(NC(=O)CNC(=O)c1ccc2c(c1)OCO2)c1ccc(S(N)(=O)=O)cc1 (stereo not given) | 0.9
16 | COC(=O)[C@]1(C)N[C@H](CN(C)C(=O)C2CCCCC2)[C@@H]2C(=O)N(C)C(=O)[C@@H]21 | 4.7
17 | COc1ccc(COC(=O)CCN=C2NS(=O)(=O)c3ccccc32)cc1F | 1.4
18 | Cc1cc(NC(=O)COC(=O)c2ccccc2O)no1 | 0.8
19 | O=C(Nc1ccccc1)c1nc[nH]c1C(=O)NCCCNC(=O)c1[nH]cnc1C(=O)Nc1ccccc1 | 0.9
20 | Cc1ccc(-n2nnnc2SCC(=O)N2CCNC2=O)cc1C | 0.6
21 | O=C(COc1cccc(Cl)c1)Nc1ccccc1N1CCCCC1 | -0.1
22 | Cc1cccc(C)c1NC(=O)COC(=O)C1CC1 | 2.1
23 | CC(C)(C)CNC(=O)c1ccc2c(c1)S(=O)(=O)c1cc(Cl)ccc1C2=O | -1.9
24 | COCCN(C(=O)COC(=O)/C=C/c1cccs1)c1c(N)n(Cc2ccccc2)c(=O)[nH]c1=O | 0.1
25 | O=C(COc1c(F)c(F)cc(F)c1F)NNC(=O)CC1CCS(=O)(=O)C1 (stereo not given) | 2.0
26 | COCCCNC(=O)Cn1ccc(NC(=O)OCc2ccccc2)nc1=O | 0.5
27 | O=C(NCCc1ccc(OC(F)F)cc1)C1CC(=O)N(c2ccc3c(c2)OCCO3)C1 (stereo not given) | 1.8
28 | CN(C)c1ccc(C(=O)OCC#CCSc2nnc(-c3cccc4ccccc34)o2)cc1 | 1.3
29 | Cc1ccc(S(=O)(=O)N2CCOCC2)cc1NCC(=O)Nc1ccc(OC(F)(F)F)cc1 | 4.7
30 | CCN1CCN(c2ccc(S(=O)(=O)N3CCCCC3)cc2N)CC1 | 1.3
31 | CCOC(=O)c1c(C)[nH]c(C(=O)OCC(=O)NC2(C#N)CCCCC2)c1C | -0.6
32 | CN(C)S(=O)(=O)n1cnc([C@@H]2[C@H]3C(=O)OC[C@@H]3C[C@@]23N=CN(Cc2ccccc2)C3=O)c1 | 0.5
33 | O=C(OCC(=O)N1CCN(c2ccccc2)CC1)c1ncc(Cl)c(Cl)c1Cl | -2.2
34 | COC(=O)[C@]1(C)N[C@H](CN(C)C(=O)c2ccc(C)cc2)[C@@H]2C(=O)N(Cc3ccccc3)C(=O)[C@@H]21 | 0.4
35 | O=C(NCC(c1ccco1)N1CCOCC1)c1c(F)cccc1F (stereo not given) | -0.1
36 | Cc1cc(C)c(CNC(=O)c2cc(C3CC3)nc3c2cnn3C(C)C)c(=O)[nH]1 | -1.3
37 | COc1ccccc1N(C)S(=O)(=O)c1ccc(Cl)c(C(=O)Nc2cccc(C)n2)c1 | -3.3
38 | Cc1cc(C)c(NC(=O)CNC(=O)c2cc([N+](=O)[O-])ccc2N2CCOCC2)c(C)c1 | -1.6
39 | CCc1cccc2c(C(=O)CN3C(=O)N(C)C4(CCCCC4)C3=O)c[nH]c12 | 3.8
40 | COc1ccccc1-c1sc2ccccc2c1C#Cc1ccc(N(C)C)cc1 | 0.3
41 | O=C(NCCC1=CCCCC1)c1ccc(-n2cncn2)cc1 | -1.2
42 | CCOc1ccc(NC(=O)CN(C)C(=O)CC2CCCC2)cc1OCC | -0.9
43 | CS(=O)(=O)N1Cc2ccccc2CC1C(=O)OCC(=O)NCCc1ccc(S(N)(=O)=O)cc1 (stereo not given) | 1.4
44 | NNC(=O)C1CC(O)CN1S(=O)(=O)c1ccc2ccccc2c1 (stereo not given) | -1.1
45 | COc1ccccc1C(=O)COC(=O)COc1ccc(C#N)cc1 | 0.0
46 | COc1cccc(/C=C/C(=O)OCC(=O)c2ccc(C)c(C)c2)c1OC | 3.7
47 | CC(=O)Nc1ccc(C(=O)COC(=O)c2nc3nc(C)cc(C)n3n2)cc1 | -0.2
48 | Cc1cccc(C)c1NC(=O)CNC(=O)c1ccccc1OCc1ccccc1 | -1.6
49 | Cc1cc(Br)ccc1NC(=O)CN(C)C(=O)c1ccc(-n2cncn2)c([N+](=O)[O-])c1 | 0.0
50 | O=C(COC(=O)c1cnccn1)Nc1ccccc1-c1ccccc1 | -1.2
51 | O=C(COC(=O)c1ccc(O)cc1O)c1ccc(Cl)cc1 | 0.9
52 | CC[N+](CC)(CC)CCOc1cccc(OCC[N+](CC)(CC)CC)c1OCC[N+](CC)(CC)CC | 0.3
53 | O=C(c1cccc(S(=O)(=O)N2CCCC2)c1)N1CCOCC1 | 1.4
54 | Cc1cc(-c2ccccc2)nc2c(Br)c(C(=O)O)nn12 | 0.4
55 | CCOc1ccc(NC(=O)COC(=O)CCC(=O)c2cccs2)cc1 | 0.0
56 | Cc1ccc(S(=O)(=O)N2CCOCC2)cc1C(=O)OCC(=O)c1c(N)n(C)c(=O)n(C)c1=O | 1.1
57 | COc1ccccc1C=NNC(=O)c1ccccc1OCCOc1ccccc1 | -2.3
58 | COc1ccc(NC(=O)CN(C)C(=O)/C=C/c2cn(-c3ccccc3)nc2-c2cccs2)cc1 | -0.1
59 | CCCNC(=O)C(Cc1cccc(Cl)c1)NC(=O)c1ccccc1 (stereo not given) | -1.1
60 | COc1ccc(C(CNS(=O)(=O)c2ccc(F)cc2)N2CCN(C)CC2)cc1 (stereo not given) | 2.0

# Retrieved one by one from the list above, 2 records:
No. | Molecule | OXTR ag
22 | Cc1cccc(C)c1NC(=O)COC(=O)C1CC1 | 2.1
41 | O=C(NCCC1=CCCCC1)c1ccc(-n2cncn2)cc1 | -1.2

# The listing continues.
No. | Molecule | OXTR ag
61 | c1ccc2c(c1)Cc1ccccc1O2 | 1.9
62 | Cc1c(C(=O)N2CCN(c3ncccn3)CC2)oc2ccc(F)cc12 | -0.8
63 | O=C1CCC/C=C/C[C@H](CC(=O)N(CCO)Cc2ccccc2)C(=O)N[C@@H](Cc2ccccc2)CO1 | -0.9
64 | CC(O)[C@H]1CC[C@H]2[C@@H]3CC[C@H]4C[C@@H](O)CC[C@]4(C)[C@H]3C(=O)C[C@]12C (stereo not given in full) | 4.4
65 | Cc1nc2ccc(C(=O)Nc3ccc(N(C)C)cc3)cc2s1 | 0.4
66 | COc1ccc(C(=O)Nc2cccc(S(=O)(=O)NC3=NCCC3)c2)cc1OC | 1.8
67 | CC(C)(C)OC(=O)C[C@@H]1C/C=C\C[C@@H](CC(=O)N(CCO)Cc2ccccc2)C(=O)N[C@H](Cc2ccccc2)COC1=O | -0.8
68 | CC1CCCCC12NC(=O)N(CC(=O)NCCc1ccccc1)C2=O (stereo not given) | 1.0
69 | COc1ccc(CCNC(=O)COC(=O)Cc2ccccc2F)cc1 | -0.5
70 | COc1ccc2oc(C(=O)NCCc3ccccc3)c(C)c2c1 | -2.5
71 | CC(=O)Nc1ccc(-c2csc(NC(=O)CN3C(=O)NC4(CCCC4)C3=O)n2)cc1 | -0.3
72 | C#CCOCCOCCOCCNc1nc(N2CCN(C(=O)[C@H](CCCN=C(N)N)n3cc(C(N)[C@@H](C)CC)nn3)CC2)nc(N2CCN(C(=O)[C@H](CCC(=O)O)n3cc([C@@H](N)CC(N)=O)nn3)CC2)n1 (stereo not given in full) | 2.0
73 | COc1ccc2oc(C(=O)OCC(=O)N(CC(C)C)c3c(N)n(Cc4ccccc4)c(=O)[nH]c3=O)c(C)c2c1 | 1.1
74 | Cc1cc(C)c(NC(=O)CNC(=O)c2ccccc2OCc2c(C)noc2C)c(C)c1 | -1.0
75 | Cc1ccnn1-c1ccc(C(=O)NCc2ccccc2CN2CCOCC2)cc1 | 0.9
76 | CN(c1ccccc1)S(=O)(=O)c1cccc(C(=O)NCCc2c[nH]c3ccccc23)c1 | -1.6
77 | O=C(NC(=S)N1CCCC1)c1ccccc1F | 0.0
78 | O=C(CSc1ncccn1)Nc1ccc(Cl)c(S(=O)(=O)N2CCOCC2)c1 | 0.6
79 | CN(CC(=O)Nc1cccc(F)c1)C(=O)c1ccc(N2CCCC2)c([N+](=O)[O-])c1 | 4.7
80 | Nn1c(SCC(=O)Nc2ccc3c(c2)CCC3)nnc1C1CC1 | 0.8
81 | O=C(COc1coc(CN2CCN(c3ccccc3)CC2)cc1=O)Nc1ccc(F)cc1 | -0.4
82 | COc1ccc(C(O)Cc2nccn2C)cc1 (stereo not given) | -0.5
83 | CCOC(=O)C1=C(C)NC(C)=C(C(=O)OCC)C1C(=O)OCC(=O)N1CCCCC1C (stereo not given) | -0.5
84 | O=C(COC(=O)c1ccc(S(=O)(=O)NCc2ccco2)cc1)NCc1ccc(F)cc1 | 2.5
85 | CCOc1ccc(S(=O)(=O)N2CCCCC2)cc1NC(=O)CN1C(=O)NC(C)(c2ccccc2)C1=O (stereo not given) | -0.8
86 | CN(C1(C)CCS(=O)(=O)C1)S(=O)(=O)c1cccc([N+](=O)[O-])c1 (stereo not given) | 0.5
87 | Nc1c(Cl)cc(C2=NCCn3nc4cc([N+](=O)[O-])ccc4c32)cc1Cl | -1.8
88 | COc1ccccc1NC(=O)CSc1nnc2ccc(-c3ccccn3)nn12 | 0.8
89 | CCN(CC)C(=O)c1nc[nH]c1C(=O)N(CC)CC | 1.1
90 | COc1ccc(NC(=O)CN(C)C(=O)c2cc(-c3ccccc3)nc3ccccc23)cc1 | -1.2
91 | CC(C)(C)OC(=O)C[C@H]1C/C=C\C[C@H](CC(=O)N[C@H](CO)Cc2ccccc2)C(=O)N2CCC[C@@H]2COC1=O | 0.6
92 | Cc1c(S(=O)(=O)N2CCCC(C)C2)c(=O)n(C)c(=O)n1C (stereo not given) | 0.2
93 | CC(=O)c1ccc(OC(C)C(=O)NC2CCCCC2C)cc1 (stereo not given) | 1.3
94 | CN(CC(=O)Nc1ccc(Cl)c(S(=O)(=O)N2CCOCC2)c1)C(=O)c1cccs1 | 2.6
95 | O=C(N[C@H]1C/C=C\C[C@H](CC(=O)N(CCO)Cc2ccccc2)C(=O)NC[C@H](c2ccccc2)OC1=O)OCC1c2ccccc2-c2ccccc21 | -1.6
96 | COc1cccc(NC(=O)CN(C)C(=O)CSc2nc(C)cc(C)n2)c1 | -0.2
97 | C#CCOCCOCCOCCNc1nc(N2CCN(C(=O)CCCCCCCCCCNC(=O)Cn3cc(C[C@@H](C)O)nn3)CC2)nc(N2CCN(C(=O)CCCCCCCCCCNC(=O)[C@H](CCCCN)n3cc(C[C@@H](C)CC)nn3)CC2)n1 | 2.0
98 | Cc1nc(C)c(C(=O)OCC(=O)NCc2ccccc2Cl)s1 | -0.3
99 | CCN(CC)c1ccc(C(=O)OCC(=O)Nc2ncccn2)cc1 | 0.9
100 | Cc1ccc(OCCNC(=O)c2ccc(C)o2)cc1 | 0.0
101 | CC(C)C(=O)Nc1ccc(C(=O)CSc2nnc(C3CC3)n2C2CC2)cc1 | -1.2
102 | Cc1cccc(C)c1NC(=O)CNC(=O)COC(=O)c1ccc(Cl)s1 | 1.1
103 | CC(C)C[C@@H]1CN=C(N)N1C[C@@H]1CCCN1C[C@@H](C(C)C)N1C[C@@H](Cc2ccccc2)N(CCCC2CCCC2)C1=N | -0.1
104 | COc1ccc(NS(=O)(=O)c2cccc(C(=O)N3CCC3)c2)cc1 | 0.9
105 | CC1Cc2ccccc2N1CC(=O)N(C)c1c(N)n(Cc2ccccc2)c(=O)[nH]c1=O (stereo not given) | 1.0
106 | C=CCN1C(=O)c2ccc(C(=O)N(CC)CC(=O)Nc3c(F)cccc3F)cc2C1=O | -0.4
107 | CCCn1c(N)c(N2CCCCC2)c(=O)n(CC(=O)Nc2cccc(S(=O)(=O)N(C)C)c2)c1=O | 0.3
108 | COc1ccc(NC(=O)CSc2nnc(-c3ccc(F)cc3)o2)cn1 | 1.4
109 | Nc1c(N(CCC2=CCCCC2)C(=O)CCCOc2ccccc2)c(=O)[nH]c(=O)n1Cc1ccccc1 | -1.1
110 | O=C(NCC(=O)N1CCCCC1)c1sc2ccccc2c1Cl | 0.2
111 | C[C@H](CO)N1C[C@H](C)[C@@H](CN(C)C(=O)Nc2ccc3c(c2)OCO3)Oc2ccc(NC(=O)Nc3ccc(C(F)(F)F)cc3)cc2C1=O | 4.7
112 | CC1CCN(C(=O)COC(=O)c2cc(=O)[nH]c3ccccc23)CC1 | -2.5
113 | c1ccc(-c2ccc(-c3ccncn3)cc2)cc1 | -0.4
114 | Cc1ccc(-n2ncc3c(=O)[nH]c(SCC(=O)NCC4CCCO4)nc32)cc1 (stereo not given) | 0.4
115 | CSc1ncccc1C(=O)OCC(=O)N1CCN(S(=O)(=O)c2ccc(C)cc2C)CC1 | -2.2
116 | Cc1ccn2c(=O)nc(SCC(=O)NCc3ccc(F)cc3)nc2c1 | -0.1
117 | CC1CCC2(CC1)NC(=O)N(CC(=O)Nc1cccc(S(=O)(=O)N3CCCCC3)c1)C2=O (stereo not given) | 0.1

# 2 entries from above, as labelled records.
116. Cc1ccn2c(=O)nc(SCC(=O)NCc3ccc(F)cc3)nc2c1
  OXTR ag: -0.1

91. CC(C)(C)OC(=O)C[C@H]1C/C=C\C[C@H](CC(=O)N[C@H](CO)Cc2ccccc2)C(=O)N2CCC[C@@H]2COC1=O
  OXTR ag: 0.6
